ATXN viability – reduces viability in counter-screen for ATXN expression inhibitors; S2 cells (HEK-293 line with an ATXN2-luciferase reporter) viability, CellTiter-Fluor protease fluorescence, 24 h; Potency, µM (doses to about 56.7 µM), usual class: cytotoxic; 400,000 tested, 0.49% active; AID 651635; further: potency means the concentration at half of the fitted maximal effect; nearly all actives have a fitted effect of over 40% in size
KB-3-1 tox – kills parental KB-3-1 adenocarcinoma cells; KB-3-1 viability, CellTiter-Glo ATP luminescence, 72 h; Potency, µM (highest dose often 46.1 µM), without a hit: at the top dose activity change, negative = cytotoxic, most hits filed as cytotoxic; 400,000 tested, 1.4% active; AID 1347075; further: potency means the concentration at half of the fitted maximal effect; on the % scale 0 is the no-effect control and ±100 the full control effect; nearly all actives have a fitted effect of over 60% in size
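Using CellTiter-Glo luminescence, growth of non-resistant KB-3-1 adenocarcinoma cells is assessed 72 h after pin-tool compound addition at 37 °C. Normalized responses across the concentration series yield fitted curves.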
HT1080-NT tox – kills 2HG-producing HT-1080-NT fibrosarcoma cells; 360,000 tested, 1.6% active; Potency, µM (top dose mostly 46.1 µM), for the others: at the top dose activity, negative = less viability, hits mostly cytotoxic; HT-1080-NT fibrosarcoma viability, CellTiter-Glo ATP luminescence, 48 h;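 further: NT is the 2HG producing partner of a matched IDH1 knockdown line; potency means the concentration at half of the fitted maximal effect; 0% = DMSO-treated cells and -100% = media-only wells without cells; nearly all actives have a fitted effect of over 55% in size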
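Viability by CellTiter-Glo luminescence after 48 h compound exposure at 37C of HT-1080-NT cells (750/well, RPMI, 5% FBS). % activity scaled between DMSO wells and medium-only wells, then curve-fitted and categorized by curve class.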
HT1080 IDH1KD tx – toxicity to HT-1080 IDH1 knockdown cells (counter line); HT-1080 IDH1 knockdown viability, ATP luminescence, 48 h; Potency, µM (top dose mostly 46.1 µM), without a hit: at the top dose activity, negative = toxicity, usual class: cytotoxic; 360,000 tested, 2% active;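 further: potency means the concentration at half of the fitted maximal effect; 0% = DMSO wells and -100% = cell-free medium wells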
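Luminescent ATP read-out (CellTiter-Glo, 10 min at room temperature) after 48 h compound exposure at 37 °C gave viability of IDH1-knockdown HT-1080 cells. Activity was normalised to DMSO and cell-free wells, then fitted as concentration-response curves.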
ATXN2 expr inh – reduces ATXN2 reporter expression in HEK-293 cells; HEK-293 ATXN2-luciferase reporter, luminescence, 24 h; Potency, µM (doses to about 57 µM), for the others: top-dose activity change, negative = inhibition, usual class: inhibitors; 360,000 tested, 0.72% active; further: potency means the concentration at half of the fitted maximal effect; on the % scale 0 is the no-effect control and ±100 the full control effect; nearly all actives have a fitted effect of over 55% in size
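qHTS (up to 57 uM final) was run with 24 h compound exposure of reporter cells at 37 °C. Each well was multiplexed: SteadyGlo luminescence measured ATXN2-luciferase expression after a fluorogenic Gly-Phe-AFC viability readout (25 uM final).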
IL-1B inflam inh – inflammasome signaling inhibition, IL-1 beta readout. THP-1 LPS/ATP IL-1B secretion, AlphaLISA, 16 h; stronger effect = lower value. 360,000 tested, 4.7% active. activity change, % at 57.5 µM; in the data active means activity change below about -50%; inconclusive means mostly about -30% to -49%; further: on the % scale 0 is the no-effect control and ±100 the full control effect
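THP-1 cells pretreated 1 hr with compounds (up to 57.5 uM final), then stimulated with LPS (250 ng/mL final) plus ATP (1.25 mM final); secreted IL-1B measured by AlphaLISA after 16 hr, decreased signal indicating inhibition.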
MCF10A rerep – DNA re-replication induction in MCF 10a cells. MCF 10A DNA re-replication, Hoechst nuclear intensity, 48 h. Potency, µM (doses to about 46.1 µM), for the others: at the highest dose activity, positive = re-replication, usual class: activators. 350,000 tested, 2.9% active. AID 624296; further: potency means the concentration at half of the fitted maximal effect; % of control where 0% means no effect; nearly all actives have a fitted effect of over 50% in size
HepG2 tox – kills HepG2 cells in TGF-b inhibitor counter-screen; 410,000 tested, 0.76% active; AID 588856; Potency, µM (highest dose often 46.1 µM), inactives show at the top dose activity change, negative = cytotoxicity, usual class: cytotoxic; HepG2 CAGA-GFP viability, ATP luminescence, 18 h; further: potency means the concentration at half of the fitted maximal effect; some results filed as inactive show a strong effect at the top dose
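HepG2 CAGA-GFP cells (1000/well, DMEM with 1% FBS) received compound, then TGF-beta at 500 pg/mL final, and were incubated 18 hours at 37 degrees C. Viability was read by CellTiter-Glo luminescence. Media-only wells were set as complete cell-killing and DMSO as no toxicity.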
SW480 rereplic – DNA re-replication induction in SW480 cells; SW480 DNA re-replication, Hoechst DNA content imaging, 48 h; Potency, µM (doses to about 46.1 µM), for inactives: top-dose re-replication activation, hits mostly activators; 340,000 tested, 1.8% active; AID 624297; further: potency means the concentration at half of the fitted maximal effect; % of control where 0% means no effect; nearly all actives have a fitted effect of over 55% in size
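Treated cells incubate 48 hr (37 C, 5% CO2), are stained 40 min with Hoechst, and nuclear fluorescence is enumerated; a rise in nuclei with high DNA signal marks re-replication.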
Numbers without * were called inactive; i = inactive; ? = inconclusive; nt = not tested or not shown; & = joins results of further samples; [ ] = dose if it differs, or a comment. Unless noted, the call rests on the fitted dose curve; in most records, active means well fitted curve in the direction sought with a large enough effect; inconclusive means small, poorly fitted or top-dose-only effect, or another doubt; inactive means no such curve, though single readings can be large; an effect the other way counts as inactive or inconclusive. This is a random part of the collection, and some 8.9% of all compounds hit somewhere here.

No. | SMILES | SW480 rereplic | IL-1B inflam inh | HepG2 tox | MCF10A rerep | HT1080-NT tox | ATXN viability | ATXN2 expr inh | HT1080 IDH1KD tx | KB-3-1 tox
1 | C[C@H](CO)N1C[C@H](C)[C@H](CN(C)S(=O)(=O)c2cccc(F)c2)Oc2cc(Br)ccc2S1(=O)=O | nt | -16 | -19% | nt | 10% | ? | ? | 7% | 8%
2 | O=C(O)CN1CCNCCN(CC(=O)O)CCNCC1 | 2.9µM* | -12 | 1% | -9% | 11% | i | -27% | ? | ?
3 | CC(C)C[C@H]1COc2cc(N3CC[C@H](O)C3)ccc2S(=O)(=O)N1 | nt | 38 | nt | nt | 6% | i | 9% | 12% | -8%
4 | Cc1csc(C2=C(O)CN(c3ccc4c(c3)OCCOCCOCCOCCO4)C2=N)n1 | -7% | -5 | -4% | -179%[0.0737 µM] | 8% | i | -2% | 5% | 0%
5 | Cc1ccccc1NC(=O)COC(=O)c1ccc2c(c1)C(=O)N(CCCN1CCOCC1)C2=O | 6% | 7 | -4% | 1% | 0%[9.24 µM] | i | 1% | 4% | 4%
6 | Cc1ccc(S(=O)(=O)N2CCN(C(=O)CC3CCCC3)CC2)cc1 | 0% | 15 | -1% | -8% | 0% | i | -6% | 1% | -8%
7 | COc1ccc(C)cc1NC(=O)CN1C(=O)C(=O)N(C2CCCC2)C1=O | 0% | -8 | 8% | 4% | 1% | i | -7% | -2% | 4%
8 | c1ccc(-c2cn(C[C@H]3CC[C@H](Cn4cc(-c5ccccn5)nn4)O3)nn2)nc1 | 1% | -6 | 8% | 3% | 25% | i | -1% | 1% | -24%

The closing five compounds of the section before are carried over, then new ones follow:
No. | SMILES | SW480 rereplic | IL-1B inflam inh | HepG2 tox | MCF10A rerep | HT1080-NT tox | ATXN viability | ATXN2 expr inh | HT1080 IDH1KD tx | KB-3-1 tox
4 | Cc1csc(C2=C(O)CN(c3ccc4c(c3)OCCOCCOCCOCCO4)C2=N)n1 | -7% | -5 | -4% | -179%[0.0737 µM] | 8% | i | -2% | 5% | 0%
5 | Cc1ccccc1NC(=O)COC(=O)c1ccc2c(c1)C(=O)N(CCCN1CCOCC1)C2=O | 6% | 7 | -4% | 1% | 0%[9.24 µM] | i | 1% | 4% | 4%
6 | Cc1ccc(S(=O)(=O)N2CCN(C(=O)CC3CCCC3)CC2)cc1 | 0% | 15 | -1% | -8% | 0% | i | -6% | 1% | -8%
7 | COc1ccc(C)cc1NC(=O)CN1C(=O)C(=O)N(C2CCCC2)C1=O | 0% | -8 | 8% | 4% | 1% | i | -7% | -2% | 4%
8 | c1ccc(-c2cn(C[C@H]3CC[C@H](Cn4cc(-c5ccccn5)nn4)O3)nn2)nc1 | 1% | -6 | 8% | 3% | 25% | i | -1% | 1% | -24%
9 | Cc1cc(Cl)ccc1NC(=S)NCc1ccc(F)cc1 | 0%[9.22 µM] | -56* | -3% | -13% | ? | i | -7% | ? | 6%
10 | CC(C)(C(=O)N1CCC1(C)C(=O)NS(=O)(=O)c1ccc(Cl)s1)c1ccccc1 (stereo not given) | nt | 31 | -18% | nt | 2% | i | 12% | 2% | 0%
11 | O=C(Nc1ccc(-c2cnco2)cc1)c1ccc(Cl)cc1 | -22% | ? | 10% | 0% | 20% | i | nt | 21% | 1%
12 | COc1ccccc1NC(=O)Nc1nnc(C(C)c2ccccc2)s1 (stereo not given) | ? | 84 | 54% | 23µM* | 2% | ? | -39% | -3% | -9%
13 | CN1C/C(=C/c2ccncc2)C(=O)/C(=C/c2ccncc2)C1 | 23µM* | 3 | -4% | ? | -6% | i | 5% | -4% | 0%
14 | CCn1cnc2cc(NCc3ccc(OC)cc3)ccc21 | -10% | 1 | 2% | 10% | -2%[9.24 µM] | i | 38%[activator] | 10% | 4%
15 | CCOc1ccc(CCNC(=O)Cn2ncn3nc(-c4ccc(OC)cc4)cc3c2=O)cc1 | -1% | 6 | -2% | 0% | ? | i | 13% | 9% | -2%
16 | Cc1ccc(NC(=O)c2ccc(=O)n(CC(=O)Nc3c(C)cc(C)cc3C)n2)cc1 | 5% | 13 | 10%&-22% | ? | -7% | i | -19% | -2% | 0%
17 | Cc1ccc2nc(-c3ccc(NS(C)(=O)=O)cc3)cc(-c3ccccc3)c2c1 | 29% | -16 | -97% | ? | ? | i | -16% | ? | 15%
18 | COc1ccc(Br)cc1CN(C)CC(=O)Nc1cc(Cl)ccc1Cl | 4% | -19 | -36% | ? | 2% | i | -17% | 23% | -25%
19 | Fc1ccc(/C=N/n2c(C3CCCCC3)n[nH]c2=S)cc1 | -8% | -2 | -34% | ? | 11% | ? | -21% | 10% | 8%
20 | CCOCCCNC(=O)C1(O)c2cc(Br)ccc2NC(=O)N1c1ccc(CC)cc1 (stereo not given) | -2% | 25 | -1% | -3% | 1% | i | nt | 7% | -3%
21 | COCCNC(=S)Nc1cc2oc3ccccc3c2cc1OC | ? | 9 | 5% | -2% | 0% | i | 21% | -2% | nt

An excerpt from above in order of the SW480 rereplic value, low to high.
entry | canonical_smiles | SW480 rereplic | IL-1B inflam inh
19 | Fc1ccc(/C=N/n2c(C3CCCCC3)n[nH]c2=S)cc1 | -8% | -2
20 | CCOCCCNC(=O)C1(O)c2cc(Br)ccc2NC(=O)N1c1ccc(CC)cc1 (stereo not given) | -2% | 25
18 | COc1ccc(Br)cc1CN(C)CC(=O)Nc1cc(Cl)ccc1Cl | 4% | -19

High-throughput results deposited in PubChem by National Center for Advancing Translational Sciences (NCATS).
